# Bioassay records as filed in PubChem BioAssay.
# GALK inh = galactokinase (human) inhibition; AID 1868; Potency, µM (titrated, usually from 57.5 µM), for the others: at the highest dose activity change, negative = inhibition, hits mostly inhibitors; 270,000 compounds, 0.007% hits; Purified GALK, Kinase-Glo residual ATP luminescence; P51570; also: potency is read from the fitted curve at half-maximal effect; % is scaled to controls: 0 for no effect and ±100 for the full control effect
#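 The enzyme phosphorylates galactose (100 uM) using ATP (35 uM); inhibition is detected as higher residual ATP, quantified by bioluminescence after 1 h reaction at room temperature, pH 8.0.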
# Menin-MLL TR inh = displaces Texas Red mutant MLL peptide from human menin; O00255; Menin + Texas Red MLL mutant peptide, fluorescence polarization; Potency, µM (titrated, usually from 61.6 µM), inactives show at the top dose FP activity change, negative = inhibition, usual class: inhibitors; 270,000 compounds, 0.23% hits; active = well fitted inhibition curve with a large enough effect in the polarisation, with a control signal flat, not every such curve was filed as active; inconclusive = small, poorly fitted or top-dose-only effect, or effect the other way, or a change in a side signal; inactive = no such curve, though single readings can be large or run the other way; the % refers to the polarisation; also: potency is read from the fitted curve at half-maximal effect; % of control where 0% means no effect; many of its hits are not listed in these tables
# Tb PFK inh = T. brucei PFK enzyme inhibition | T. brucei PFK, ADP-Glo luminescence | Potency, µM (highest dose often 57.5 µM), without a hit: top-dose activity, negative = inhibition, most hits filed as inhibitors | 330,000 compounds, 0.17% hits | AID 485367;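 also: potency is read from the fitted curve at half-maximal effect; 0% = uninhibited 1x PFK enzyme wells and -100% = no-enzyme wells; nearly all actives have a fitted effect of over 60% in size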
# Target sequence (O15648 whole entry, looked up): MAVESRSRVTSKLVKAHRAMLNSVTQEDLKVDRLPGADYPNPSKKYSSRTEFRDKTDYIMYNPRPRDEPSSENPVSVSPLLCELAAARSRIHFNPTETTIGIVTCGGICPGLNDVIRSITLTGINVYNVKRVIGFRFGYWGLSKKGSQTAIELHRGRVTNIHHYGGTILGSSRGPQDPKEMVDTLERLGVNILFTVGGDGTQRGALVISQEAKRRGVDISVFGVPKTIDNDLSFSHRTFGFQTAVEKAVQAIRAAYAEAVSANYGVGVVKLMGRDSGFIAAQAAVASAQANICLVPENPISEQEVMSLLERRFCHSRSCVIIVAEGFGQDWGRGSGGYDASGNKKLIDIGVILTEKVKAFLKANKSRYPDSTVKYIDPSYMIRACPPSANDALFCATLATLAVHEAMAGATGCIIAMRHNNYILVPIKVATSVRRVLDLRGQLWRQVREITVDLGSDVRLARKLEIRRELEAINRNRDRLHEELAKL
#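 In TEA buffer at pH 8.0 with 5 mM MgCl2, enzyme (1.25 nM) converted F6P (0.5 mM) and ATP (0.1 mM) for 45 min at room temperature. ADP product was read by luciferase luminescence.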
# B2AR arrestin = recruits beta-arrestin to the human beta2-adrenergic receptor. P07550. beta-arrestin recruitment to beta2AR, cell-based reporter. Potency, µM (doses to about 46.1 µM), inactives show at the highest dose activation, actives largely listed as activators. 330,000 compounds, 0.02% hits;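 also: potency is read from the fitted curve at half-maximal effect; 0% = DMSO controls and full agonism = EC100 isoproterenol or metaproterenol; nearly all actives have a fitted effect of over 65% in size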
# FBPA coupling cs = coupling enzyme interference in Giardia aldolase counter-screen; coupling enzyme system counterscreen, AmpLite Red fluorescence; activity change, negative = inhibition, % at 58.2 µM, hits read low; 290,000 compounds, 0.67% hits; AID 2472; in the data active = activity change below about -30%; also: % is scaled to controls: 0 for no effect and ±100 for the full control effect
#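 Coupling enzymes only (glyceraldehyde-3-phosphate) + compound, at 57.5 uM final, 10 min RT; add substrate/coupling/AmpLite Red mix, 20 min RT; fluorescence ex 525/em 598 nm. Actives flag coupling-system interference.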
# PKM2 act = PKM2 (human) enzyme activation; P14618; purified PKM2, Kinase-Glo ATP luminescence, activation; response scale: 0% is enzyme alone, no compound; Potency, µM (doses to about 57.5 µM), inactives show at the top dose activation, most hits filed as activators; 260,000 compounds, 0.34% hits; also: potency is read from the fitted curve at half-maximal effect; % is scaled to controls: 0 for no effect and ±100 for the full control effect; nearly all actives have a fitted effect of over 55% in size
#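 hPK-M2, >95% pure; 0.1 mM ADP / 0.5 mM PEP final; imidazole pH7.2 buffer w/ 7 mM MgCl2, 50 mM KCl; 1 h RT; Kinase-Glo lum. Intermediate enzyme activity for dual inhibitor/activator qHTS.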
# a7 integrin act = activators of alpha7 integrin expression for muscular dystrophy. alpha7betagal myoblasts, beta-gal FDG fluorescence, 48 h. 350,000 compounds, 0.064% hits. AID 624291. Potency, µM (doses to about 38.3 µM), for the others: at the highest dose activation, actives largely listed as activators;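 also: potency is read from the fitted curve at half-maximal effect; 100% = response of the positive control SU9516; nearly all actives have a fitted effect of over 60% in size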
#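 alpha7betagal+/- myoblasts (passage 13, 250/well) treated 48 h at 37C with compounds at 1:260 dilution of DMSO stock. Lysed, then beta-galactosidase activity read as FDG fluorescence (ex 480/em 540) after 30 min, with pre-read for autofluorescence.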
# ASM inhibitor = inhibitors of human secretory acid sphingomyelinase; P17405; 340,000 compounds, 0.006% hits; placental ASM, HMU-PC fluorogenic substrate, 60 min; AID 504937; Potency, µM (titrated, usually from 57.5 µM), for inactives: top-dose activity change, negative = inhibition, usual class: inhibitors; also: potency is read from the fitted curve at half-maximal effect
# Target sequence (P17405 47-631 limits assumed): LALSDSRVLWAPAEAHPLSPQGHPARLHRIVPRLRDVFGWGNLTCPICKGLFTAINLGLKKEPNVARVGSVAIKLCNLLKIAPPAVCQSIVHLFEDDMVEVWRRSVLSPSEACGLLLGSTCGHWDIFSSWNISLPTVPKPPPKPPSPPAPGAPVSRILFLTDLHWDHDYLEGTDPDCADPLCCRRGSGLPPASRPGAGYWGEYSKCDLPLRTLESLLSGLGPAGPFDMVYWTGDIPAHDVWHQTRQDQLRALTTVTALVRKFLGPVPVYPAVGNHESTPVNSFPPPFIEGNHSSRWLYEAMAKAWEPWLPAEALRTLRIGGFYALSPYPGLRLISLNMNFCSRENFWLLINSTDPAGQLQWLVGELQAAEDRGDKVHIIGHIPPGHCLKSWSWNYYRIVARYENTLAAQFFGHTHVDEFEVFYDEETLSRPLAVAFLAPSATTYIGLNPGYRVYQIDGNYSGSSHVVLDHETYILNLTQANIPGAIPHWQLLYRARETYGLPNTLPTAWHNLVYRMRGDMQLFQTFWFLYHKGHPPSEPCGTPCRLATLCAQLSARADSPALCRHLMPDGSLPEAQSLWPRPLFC
#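 Human placenta-derived ASM enzyme was preincubated with compound for 10 minutes at room temperature, then given fluorogenic substrate HMU-PC0 (9 uM final) for 60 minutes at 37 °C; a pH 10 stop preceded fluorescence reading at Ex 386/Em 447 nm.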
# Giardia killer = kills Giardia lamblia. Giardia lamblia trophozoite viability. activity change, % at 7.66 µM, hits read low. 340,000 compounds, 0.15% hits; in the data active = activity change below about -80%; inconclusive = between about -30% and that limit;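 also: parasites exposed to compound for two days anaerobically before the ATP read; % is scaled to controls: 0 for no effect and ±100 for the full control effect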
#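 Giardia trophozoites, 100 cells per well, were exposed to compounds for 48 hrs at 37 deg C under anaerobic conditions; viability was then read as ATP content by bioluminescence after 15-30 min at room temperature.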
# Chronic BCR inh = inhibitors of chronic active B-cell receptor signaling; AID 493014; 340,000 compounds, 0.05% hits; Potency, µM (top dose mostly 46.1 µM), for inactives: at the top dose ratio change, negative = lower green/red ratio, usual class: inhibitors; ABC-DLBCL IkBa-CBG/CBR reporter, luminescence ratio, 4 h; active = well fitted inhibition curve with a large enough effect in the signal ratio, with a control signal flat, not every such curve was filed as active; inconclusive = small, poorly fitted or top-dose-only effect, or effect the other way, or a change in a side signal; the % refers to the signal ratio;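 also: potency is read from the fitted curve at half-maximal effect; plate controls were basal doxycycline-induced cells for no effect and cells given 10 µM MG132 for full effect; MG132 reads +100%, hits lower the ratio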
#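 Compounds up to 46 uM were incubated four hours with TMD8 cells whose green CBG68 luciferase is fused to IkappaBalpha; red CBR luminescence normalised the signal, and concentration-effect curves were fitted to fusion, red and ratio data.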
# TSG101-PTAP inh = blocks PTAP/TSG101 interaction to inhibit HIV-1 budding; Q99816; Fluorescence polarization, FITC-PTAP peptide / Tsg101 binding; Potency, µM (doses to about 115 µM), without a hit: at the highest dose activity change, negative = inhibition, most hits filed as inhibitors; 340,000 tested, under 10 active; AID 493005; active = well fitted inhibition curve with a large enough effect in the main read-out, with a control signal flat, not every such curve was filed as active; inconclusive = small, poorly fitted or top-dose-only effect, or effect the other way, or a change in a side signal; inactive = no such curve, though single readings can be large or run the other way; also: potency is read from the fitted curve at half-maximal effect; % of control where 0% means no effect
#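 Compounds were pin-transferred onto Tsg101 binding domain (10 uM final) in HEPES pH 7.5 buffer, then FITC-PTAP peptide was added at 50 nM final. After 20 min at RT, polarization reported peptide displacement across a qHTS concentration series.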
# * marks the source's active call; other numbers are inactive results; ? = inconclusive; . = not tested or not shown; [ ] = another dose, or the depositor's remark. Unless noted, calls follow the shape of the dose curve; as a rule, active = well fitted curve in the direction sought with a large enough effect; inconclusive = small, poorly fitted or top-dose-only effect, or another doubt; inactive = no such curve, though single readings can be large; an effect the other way counts as inactive or inconclusive. These rows are one share of the data; the hit share may differ from the screen's.
SMILES,GALK inh,Menin-MLL TR inh,Tb PFK inh,B2AR arrestin,FBPA coupling cs,PKM2 act,a7 integrin act,ASM inhibitor,Giardia killer,Chronic BCR inh,TSG101-PTAP inh
COc1ccc(C(=O)O)cc1S(=O)(=O)NCCCN1CCCC1=O,5%,-2%,-3%,0.0%,1,18%,10%,0%,-2,2%,-2%
N#Cc1cc2c(nc1SCc1cccc(Cl)c1)CCCCC2,.,-13%,0%,-0.1%,2,-3%,0%,-8%,-3,-11%,0%
O=C1C(Cl)=C(N2CCN(Cc3ccccc3)CC2)C(=O)N1Cc1ccccc1,-3%,?,0%,-3.5%,0,-3%,-8%,-8%,1,10%,-6%
O=[N+]([O-])c1ccc(-c2csc(N/N=C/c3cccnc3)n2)cc1,5%,?,4%,-0.1%,5,-1%,-14%,-5%,-23,0%,1%
O=S(=O)(c1ccc(NC(=S)Nc2ccc3c(c2)OCO3)cc1)N1CCOCC1,1%,-3%,3%,-0.6%,0,-3%,-17%,1%,-12,?,-3%
CC(=O)c1ccc(OCC(O)CN2CCN(Cc3ccccc3)CC2)cc1 (stereo not given),1%,2%[11.7 µM],-3%,-0.3%,-1,10%,-20%,1%,4,-1%,-2%
O=C(Cc1cccc2ccccc12)N1CCN(c2ncccn2)CC1,0%,-13%,5%,0.5%,1,0%,9%,6%,1,-16%,-3%
Cc1ccccc1-c1nc2c(s1)CCc1onc(-c3cccc([N+](=O)[O-])c3)c1-2,.,.,-1%,0.4%,.,.,-5%,-6%,13,3%,-3%
O=C(NC(C(=O)c1ccccc1)N1CCOCC1)c1cccs1 (stereo not given),3%,-1%,2%,0.3%,6,-9%,-25%,1%,-3,?,-3%
C/C(=N/NC(=O)CNC(=O)c1cccnc1)c1ccco1,-1%,.,3%,-0.2%,3,0%,-8%,3%,-1,0%,1%
Cc1ccc(-c2noc(COC(=O)c3ccco3)n2)cc1,.,.,1%,0.1%,.,.,-8%,1%,15,-2%,-2%
O=C(Nc1ccc(Cl)cc1C(=O)NCCN1CCOCC1)c1ccco1,-2%,-1%,-3%,0.0%,-1,-3%,?,0%,-6,7%,-1%
C[C@@H]1CN([C@@H](C)CO)C(=O)c2cccc(NS(C)(=O)=O)c2O[C@H]1CN(C)C(=O)Nc1ccc(F)cc1,.,.,-1%,-0.9%,.,.,-31%,2%,-8,5%,-3%
CCn1nccc1C(=O)Nc1ccc(Cl)cc1Cl,-3%,-1%,-2%,-0.1%,-1,-1%,2%,-2%,5,-17%,-1%
CCN(CC(=O)Nc1c(F)cccc1F)C(=O)CNC(=O)c1ccc(C)s1,-6%,.,8%,0.7%,.,0%,15%,0%,0,?,.
O=C1CC(c2ccco2)c2ccc3ccccc3c2N1 (stereo not given),1%,-9%,-5%,-0.8%,-5,-1%,2%,-4%,-3,-1%,-1%
CCCCCCC[C@@H](C/C=C/CCC(=O)N(C)C/C(=C/Cl)C/C(=C\C(=O)N1C[C@H](O)CC1=O)OC)OC,.,.,5%,5.8%,.,.,-35%,-23%,-11,?,-1%
COc1cc2[nH]c(=O)c(C(=O)NCc3ccc(F)cc3)c(O)c2cc1OC,-4%,17%,2%,-0.4%,3,1%[11.5 µM],-10%,16%,35[activator],-2%,-1%
Brc1ccccc1/C=N/Nc1ccccn1,6%,-5%,-6%,0.2%,-1,-10%,-7%,3%,-3,3%,-2%
CCOC(=O)CCCNC(=O)CSc1nnc(-c2ccccc2)c(-c2ccccc2)n1,0%,-10%,-2%,-0.3%,0,0%,-19%,-10%,10,8%,-5%
O=C(CCN1C(=O)COc2ccccc21)NCc1cccnc1,0%,11%,-9%,-0.8%,-6,-4%,-3%,3%,4,0%,-6%
COc1ccc(NC(=O)C2CCN(S(=O)(=O)c3ccccc3)CC2)cc1,6%,-1%,2%,-0.5%,-3,1%,7%,2%,35[activator],-4%,2%
CCOc1ccc(/C(O)=C2/C(=O)C(=O)N(CCCN3CCOCC3)C2c2ccc(F)cc2)cc1C (stereo not given),0%,-26%,-3%,-0.6%,10,.,0%,-2%,2,-4%,-2%
N#C/C(=C(/O)COc1ccccc1)c1nnc2n1CCCCC2,0%,-13%,1%,0.0%,1,4%,-20%,-2%,-5,4%,-2%
Cc1cc(C)cc(NC(=O)CN2CCC(NC(=O)c3ccccc3F)CC2)c1,.,?,3%,-0.5%,1,0%,-3%,0%,20,-15%,-1%
CN(C)C(CNC(=O)c1ccccc1C(F)(F)F)c1ccco1 (stereo not given),13%,0%,-2%,0.2%,3,-1%,14%,4%,20,-6%,0%
C=CCOC(=O)/C(=C/c1cccc2ccccc12)NC(=O)c1ccccc1,.,1%,-2%,2.5%,-6,-2%,-5%,-6%,2,-16%,0%
CC(Sc1ncccn1)C(=O)NNC(=O)c1cccc(Cl)c1 (stereo not given),.,.,-10%,-0.5%,.,.,?,3%,7,3%,-2%
Nc1ccc(C(=O)N2CCN(S(=O)(=O)c3ccc4c(c3)OCCO4)CC2)cc1[N+](=O)[O-],2%,.,0%,0.0%,.,14%,-16%,-5%,-5,?,-3%
COc1ccc(CN(C)C(=O)c2ccncc2)c(OC)c1,5%,.,0%,0.0%,.,0%,9%,2%,0,-4%,-2%
CC(=O)c1ccc(NC(=O)Nc2ccncc2)cc1,0%,0%,-5%,0.2%,2,-1%,4%,-2%,2,-3%,17%
O=C(NN1C(=O)C2C3C=CC(C4CC34)C2C1=O)c1ccc(Br)cc1 (stereo not given),1%,8%,-8%,-0.5%,8,-4%,22%,1%,-1,0%,-3%
CCOC(=O)c1cccc(NC(=O)C(NS(=O)(=O)c2ccc3c(c2)CCN3C(C)=O)C(C)C)c1 (stereo not given),1%,21%,-3%,-0.3%,2,4%,4%,3%,8,10%,1%
CC(=O)OC1CCC2(C)C(COc3ccc4ccc(=O)oc4c3)C(C)(O)CCC2C1(C)C (stereo not given),1%,-6%,-3%,-0.1%,0,3%,-3%,71%[activator],15,-14%,-6%
CC(C)c1ccc(NC(=S)Nc2ccc3cn[nH]c3c2)cc1,6%,?,-1%,14%,-13,1%,17%,-4%,8,-17%,4%
CC(C)C(=O)Nc1cc(-c2nc3ncccc3o2)ccc1Cl,2%,-7%,0%,-1.0%,0,17%,23%,5%,-2,-3%,-3%
Cc1cnc(SCc2cnc(C)nc2N)nc1,3%,8%,-2%,-0.1%,2,4%,-13%,1%,9,0%,-3%
CCN(Cc1ccncc1)Cc1nc(CC2CC2)no1,1%,1%,-2%,-0.8%,2,-3%,41%,2%,24,9%,-5%
CCOC(=O)CN1N=C(/C=C/c2ccc(C(C)C)cc2)CCC1=O,0%,?,-1%,-1.0%,0,4%,-21%,-6%,-3,?,-13%
Fc1ccc(COc2cccc(-c3n[nH]c(=S)o3)c2)cc1,-3%,?,0%,-0.4%,18,6%,1%,1%,4,10%,-5%
O=C(Nc1ccc(S(=O)(=O)N2CCCC2)cc1)c1cncc(Br)c1,.,.,3%,0.2%,.,.,13%,3%,2,-2%,-6%
CCCc1ccc(OCC(O)CN2CCN(C(=O)OCC)CC2)cc1 (stereo not given),-1%,?,-2%,-0.1%,1,.,8%,1%,-1,-8%,-4%
CC(=O)N/C(=C\c1ccc(F)cc1)C(=O)OC(C)C,1%,0%,1%,-0.6%,-2,-9%,18%,0%,8,-8%,0%
O=C(/C=C1\NC2(CCCC2)Cc2ccccc21)C(=O)N/N=C/c1ccccc1O,0%,7%,8%,-0.9%,-6,-26%,19%,-11%,16,?,-3%
Cc1ccc(S(=O)(=O)N(CC2CO2)c2cccc([N+](=O)[O-])c2)cc1 (stereo not given),7%,7%,0%,0.1%,1,8%,-37%,-3%[11.5 µM],-30,?,1%
COc1ccc(C/C(C)=N/NC(=S)Nc2ccc(C)c(C)c2)cc1,-5%,-10%,1%,-0.7%,2,2%,0%,5%,16,1%,-2%
